BaF3 tox = parental Ba/F3 viability inhibition as JAK2V617F counter-screen | CellTiter-Glo ATP luminescence | inhibition, % at 5.6 µM | 220,000 tested, 1.1% active;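 active = inhibition above a per-campaign cutoff, the mean inhibition of all tested compounds plus 3 SD, cut at about 27% in these data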;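 note: 0% = DMSO wells and 100% = JAK Inhibitor I control wells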
RBBP9 inhibitor = human RBBP9 hydrolase inhibition. O75884. recombinant RBBP9, FP-Rh probe fluorescence polarization. inhibition, % at 7.94 µM. 220,000 tested, 0.2% active. AID 1515;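 active = inhibition above the campaign mean of all tested compounds plus 3 SD, cut at about 14% in these data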;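 note: plate controls were DMSO wells with RBBP9 for no effect and wells lacking RBBP9 protein for full effect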
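System: RBBP9 protein | Quantity: 2.5 µM RBBP9 dispensing solution, before mixing | Reagent: FP-Rh probe, 375 nM dispensing solution | Timing: Enzyme-compound preincubation 30 min, then probe labeling 45 min, 25 °C | Measured by: Fluorescence polarization | Read-out: % inhibition | Replication: One well per compound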
S1P4 ag = activates the human S1P4 receptor. O95977. 220,000 tested, 0.35% active. S1P4-expressing cell line, agonist reporter assay. AID 1509. activation, % at 4.98 µM; in the data active = activation above about 11%;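 note: 0% = DMSO vehicle and 100% = reference agonist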
Runt-CBFb FRET = blocks binding of human RUNX1 Runt domain to CBFb | inhibition, % at 20 µM | 220,000 tested, 0.46% active | Cerulean-Runt/Venus-CBFb FRET ratio 530/480, 1 h;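 active = inhibition over about 50% at 20 µM in the single-dose screen, limit read from the data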;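 note: 0% = DMSO wells and 100% = excess unlabeled CBFb competitor control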
Target sequence (Q01196 whole entry, looked up, the tested form may be a part): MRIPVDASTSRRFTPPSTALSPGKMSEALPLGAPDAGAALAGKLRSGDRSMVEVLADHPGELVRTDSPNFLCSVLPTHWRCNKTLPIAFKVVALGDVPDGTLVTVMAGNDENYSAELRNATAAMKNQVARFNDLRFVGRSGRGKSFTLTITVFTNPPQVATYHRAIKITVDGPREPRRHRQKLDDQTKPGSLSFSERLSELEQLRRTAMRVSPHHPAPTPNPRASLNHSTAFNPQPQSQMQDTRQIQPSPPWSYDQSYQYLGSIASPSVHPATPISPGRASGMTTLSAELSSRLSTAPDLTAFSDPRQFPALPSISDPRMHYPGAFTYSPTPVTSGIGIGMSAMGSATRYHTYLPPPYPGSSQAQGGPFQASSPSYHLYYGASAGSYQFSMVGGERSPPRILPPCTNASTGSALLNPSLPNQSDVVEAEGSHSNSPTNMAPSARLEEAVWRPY
Target sequence (Q13951 whole entry, looked up, the tested form may be a part): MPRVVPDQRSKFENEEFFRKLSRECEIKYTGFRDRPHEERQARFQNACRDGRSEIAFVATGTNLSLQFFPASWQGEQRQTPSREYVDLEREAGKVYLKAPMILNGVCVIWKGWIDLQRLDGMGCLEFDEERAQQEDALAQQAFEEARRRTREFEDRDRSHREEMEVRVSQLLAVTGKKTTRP
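test system = Cerulean-Runt domain fusion protein, energy donor | probe or stimulus = Venus-CBFb binding partner, 100 nM | incubation = two 1 h room-temperature incubations shielded from light | detection = fluorescence energy transfer, 422 nm excitation, 530/480 nm emission | measure = loss of energy transfer signal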
Ba/F3 V617F tox = lowers viability of Ba/F3 cells expressing EpoR and JAK2V617F. inhibition, % at 5.6 µM. ATP luminescence. 220,000 tested, 1.1% active;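 active = inhibition above the campaign mean plus 3 SD over all tested compounds, cut at about 24% in these data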;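 note: cytokine-independent growth of Ba/F3 cells driven by EpoR plus mutant JAK2; 0% = DMSO-treated cells and 100% = JAK inhibitor I control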
NPY2 pot ag = human NPY-Y2 potentiation or agonism, primary screen; P49146; cells expressing NPY-Y2, potentiator/agonist read-out; activation, % at 3.6 µM; 220,000 tested, 0.45% active; in the data active = activation above about 27%;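 note: cells stimulated with NPY near EC25 plus isoproterenol at EC100; 0% = vehicle plus submaximal agonist and 100% = vehicle plus saturating agonist; some results beyond the cut were filed as inactive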
NPY1 pot ag = potentiates or activates human NPY-Y1 receptor | activation, % at 3.6 µM | P25929 | 220,000 tested, 0.37% active | AID 1304 | NPY-Y1 expressing cells, potentiator/agonist activation; in the data active = activation above about 33%, passing the limit was not always enough;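 note: cells stimulated with NPY at EC10 then isoproterenol at EC100; 0% = low agonist plus stimulus and 100% = saturating agonist plus stimulus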
Target sequence (P25929 whole entry, looked up): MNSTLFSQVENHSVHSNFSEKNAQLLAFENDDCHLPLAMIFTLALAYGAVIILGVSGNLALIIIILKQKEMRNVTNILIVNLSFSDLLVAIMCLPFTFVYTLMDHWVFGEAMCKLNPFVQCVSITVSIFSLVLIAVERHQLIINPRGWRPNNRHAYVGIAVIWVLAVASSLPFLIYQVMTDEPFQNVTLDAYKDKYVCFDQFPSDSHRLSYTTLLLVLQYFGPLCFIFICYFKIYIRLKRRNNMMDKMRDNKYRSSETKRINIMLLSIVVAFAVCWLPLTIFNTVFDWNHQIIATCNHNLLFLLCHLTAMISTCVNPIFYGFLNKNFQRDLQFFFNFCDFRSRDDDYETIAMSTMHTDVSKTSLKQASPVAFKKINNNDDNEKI
S1P4 antag = blocks the human S1P4 receptor; AID 1510; inhibition, % at 4.98 µM; S1P4-expressing cells, antagonist mode, reporter read-out; 220,000 tested, 0.26% active; O95977; in the data active = inhibition above about 29%;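 note: 0% = wells stimulated with agonist and 100% = vehicle wells without agonist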
NPY-Y1 antag = antagonists of human neuropeptide Y receptor Y1; AID 1040; 200,000 tested, 1% active; inhibition, % at 3.6 µM; HEK293-CNG Y1 cells, membrane potential fluorescence; NPY at EC95, then isoproterenol; P25929;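 active = inhibition above the campaign mean inhibition of all tested compounds plus 3 SD, cut at about 20% in these data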;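 note: 0% = DMSO wells given NPY plus isoproterenol and 100% = isoproterenol alone without NPY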
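Benchmarks – high control isoproterenol alone, low control NPY with isoproterenol · Material – HEK293 Y1/CNG channel cell line · Times – dye 3 h, compound 60 min room temperature, stimulation 45 min · Probe or stimulus – NPY (25 nM), isoproterenol (1 µM), Ro 20-1724 (25 µM) · Evaluation – % inhibition of NPY effect · Signal – fluorescence, membrane potential probe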
Active calls of the source: *; nt = no result given.

SMILES	BaF3 tox	RBBP9 inhibitor	S1P4 ag	Runt-CBFb FRET	Ba/F3 V617F tox	NPY2 pot ag	NPY1 pot ag	S1P4 antag	NPY-Y1 antag
O=C(O)Cn1cc(C(=O)C(F)(F)F)c2ccccc21	13	-8	1.3	-3	3	-30	9	6	-2
CC(=O)Oc1ccc2c(C)c(CC(C)O)c(=O)oc2c1 (configuration not stated)	-3	6	2.1	52*	-3	-4	-5	-28	1
C/C(=C\c1ccc2c(c1)OCO2)C(=O)c1c(C)cc(C)[nH]c1=O	4	-5	1.4	1	1	3	0	-14	9
CC(C)CNC(=O)NC1C(NC(=O)NCC(C)C)N(C)C(=O)N1C (configuration not stated)	4	-6	2.6	-1	3	5	7	0	-1
Cn1c(SCC(=O)c2ccccc2)nnc1C1CC1	1	-12	1.6	2	4	11	9	8	0
CCCNC(=O)COC(=O)/C=C/c1ccc(C)o1	3	-12	0.0	2	5	0	-17	-5	2
Cc1ccc(S(=O)(=O)N2CCCCC2)cc1C(=O)OCC(=O)NC(=O)NC12CC3CC(CC(C3)C1)C2	1	-10	1.6	-2	-1	3	8	12	6
CCN(CC)C(=O)C(=O)c1cccn1-c1cccc(Cl)c1C#N	1	7	1.6	0	-5	18	4	-2	0
CC(Sc1nc(O)c(-c2ccccc2)c(=O)[nH]1)C(=O)Nc1ccc(Cl)cc1 (configuration not stated)	4	-9	1.1	-1	-3	10	6	-15	0
CCOC(=O)CC1Sc2ccccc2NC1=S (configuration not stated)	3	-11	63*	9	3	6	-14	13	nt
NNC(=O)c1ccc(O)cc1O	7	1	-0.4	-1	0	15	-15	-2	-1
Fc1cccc(CSc2nc3ncccc3[nH]2)c1	3	-10	1.2	-2	0	-11	17	6	7
Cc1ccc(S(=O)(=O)c2nc(C)c3c(n2)CCC3)cc1	3	-7	0.3	2	-1	-7	-24	-16	-1
Fc1ccc(-c2ccnc3nc(-n4cccc4)nn23)cc1	7	-2	1.5	-1	4	-21	-28	-3	0
COC(=O)CN(CCc1ccccc1)S(=O)(=O)c1ccc(OC)c(OC)c1	1	4	-1.3	1	-1	13	1	13	-3
C=CCOc1ccc(C2/C(=C(\O)c3ccc(F)cc3)C(=O)C(=O)N2CCCN(C)C)cc1 (configuration not stated)	4	-6	0.2	-1	-1	3	-7	1	3
CC(C)[C@@H](N)C(=O)N/N=C/c1ccc2nccnc2c1	0	6	3.5	-1	1	7	6	-2	nt
O=Cc1ccc(-c2ccccc2C(=O)O)o1	8	-7	-0.2	0	-1	-3	0	-10	-4
COCCNC(=S)N/N=C(\C)c1ccccc1O	9	-3	2.3	4	1	12	3	7	2
COc1cccc2c(O)cc(=O)n(C)c12	1	-2	7.0	-2	-4	10	-7	-9	7
CCc1c(C(=O)Nc2ncn(Cc3cccc(C)c3)n2)csc1C	2	-6	-1.0	2	-3	-8	-5	-8	-1
CCOc1ccccc1NS(=O)(=O)c1cccs1	1	-1	0.3	0	-3	12	-6	2	-1
Cc1c(C#N)c(NC(=O)C(C)C)n(Cc2ccccc2)c1C	1	-7	0.8	-2	-3	7	7	-10	11
CCOC(=O)c1cccc(NC(=O)CSc2nnc(-c3ccoc3C)n2CC)c1	-2	4	6.0	1	-1	7	-27	-3	10
O=Cc1ccc(Sc2ncccn2)o1	4	-3	1.6	0	-2	-9	2	2	-3
The list continues.
SMILES	BaF3 tox	RBBP9 inhibitor	S1P4 ag	Runt-CBFb FRET	Ba/F3 V617F tox	NPY2 pot ag	NPY1 pot ag	S1P4 antag	NPY-Y1 antag
COc1ccc(C2CC(C(F)(F)F)n3nc(C(=O)N(C)Cc4cn(C)nc4C)c(Cl)c3N2)cc1 (configuration not stated)	4	-6	-1.4	-7	0	15	9	-3	-7
Cc1cc(C)c(NS(=O)(=O)c2ccc(Cl)c(C(=O)O)c2)c(C)c1	-2	-5	2.5	0	-3	11	3	-3	3
CN(Cc1nc(Cc2cccc(C(F)(F)F)c2)no1)C1CC(C)(C)NC(C)(C)C1	8	-7	0.9	-1	2	0	2	-2	1
O=C(NCc1ccccc1)C1Cc2ccccc2CN1C(=O)c1ccco1 (configuration not stated)	1	-13	1.4	2	2	6	6	-10	2
O=c1nc(-c2ccccc2)n(-c2ccccc2)[nH]1	7	4	-0.6	-2	1	-6	-9	-2	-2
Nc1c(-c2ccccc2)cnc2ncnn12	0	-7	1.9	1	1	-20	8	-23	-4
Nc1ccc2oc3ccc(N)cc3c(=O)c2c1	2	-3	-0.7	-4	-1	-5	-40	4	2
O=C(CN1CCN(c2ncc(C(F)(F)F)cc2Cl)CC1)N1CCN(c2ncc(C(F)(F)F)cc2Cl)CC1	8	0	-0.6	-13	2	4	-19	0	7
COc1ccccc1NC(=S)N1CCC(c2nc3ccccc3o2)CC1	3	2	-0.6	2	-2	7	-4	-15	0
Cc1cc(C(=O)N/N=C/c2ccc(N(C)C)cc2)c2ccccc2n1	9	-11	1.5	nt	8	9	4	6	9
Cn1nc(N)c2c(-c3ccccc3)c(C#N)c(N)nc21	5	-4	0.2	-3	-2	-4	-27	-29	2
Cc1c(NC(=O)CSc2nnc(Nc3ccccc3)s2)c(=O)n(-c2ccccc2)n1C	9	-5	0.6	1	-1	6	5	-19	0
C=CCN(CC=C)C(=O)c1ccc(OC2CCN(Cc3ccccn3)CC2)cc1	6	2	0.2	0	-1	-14	6	-9	4
CC(=O)Nc1ccc(OC(=O)c2ccc(Cl)cc2)cc1	4	4	2.1	0	-3	1	5	-12	-1
CCn1ccnc1CN1CCN(CC(C)C)C(CCO)C1 (configuration not stated)	9	8	0.4	-1	2	-17	-13	2	8
CC(c1ccccn1)N(CCN(C)C)C(=S)Nc1ccccc1F (configuration not stated)	1	-1	-0.9	4	-4	0	-8	0	1
O=C(CN1CCc2ccccc21)NCc1ccccc1Cl	2	-3	0.7	-2	1	2	-23	-9	3
CCn1c(=O)c(C(=O)CC#N)c(N)n(Cc2ccccc2)c1=O	6	-4	0.9	2	-2	-3	-1	-4	nt
O=C(C1CCCCC1)N1CCCn2c1nc1ccccc12	4	-5	-2.9	1	-6	-16	6	-9	2
CC(=O)c1cccc(N(C(=O)Cn2nnc3ccccc32)C(C(=O)NC2CCCCC2)c2cn(C)nc2C)c1 (configuration not stated)	3	-7	-0.1	2	0	-11	-11	-5	-4
CC(=O)c1cnc2nc(C(F)(F)F)nn2c1C	9	5	2.0	-3	5	12	-16	2	-1
O=c1[nH]c2ccccc2n1C1CCCCC1	1	7	-1.3	3	-2	-6	-22	-17	2
Cc1ccc(-n2c(C)cc(/C=N/NC(=O)c3ccncc3)c2C)cc1	4	-9	-2.9	0	4	-5	-1	-21	-2
CCn1c(SCC(=O)Nc2ccc(Cl)cc2)nnc1C1CC1	7	-14	2.2	0	3	3	1	4	5
COc1cccc(/C=N/Nc2nnc(C)n2N)c1OCc1ccccc1Cl	-3	-9	0.9	4	-2	-1	-7	-14	-1

16 compounds out of the list, ordered by length of the SMILES, smallest number first.
SMILES	BaF3 tox	RBBP9 inhibitor	S1P4 ag	Runt-CBFb FRET	Ba/F3 V617F tox	NPY2 pot ag	NPY1 pot ag	S1P4 antag	NPY-Y1 antag
Nc1c(-c2ccccc2)cnc2ncnn12	0	-7	1.9	1	1	-20	8	-23	-4
O=c1[nH]c2ccccc2n1C1CCCCC1	1	7	-1.3	3	-2	-6	-22	-17	2
Nc1ccc2oc3ccc(N)cc3c(=O)c2c1	2	-3	-0.7	-4	-1	-5	-40	4	2
CC(=O)c1cnc2nc(C(F)(F)F)nn2c1C	9	5	2.0	-3	5	12	-16	2	-1
CCn1ccnc1CN1CCN(CC(C)C)C(CCO)C1 (configuration not stated)	9	8	0.4	-1	2	-17	-13	2	8
O=c1nc(-c2ccccc2)n(-c2ccccc2)[nH]1	7	4	-0.6	-2	1	-6	-9	-2	-2
CC(=O)Nc1ccc(OC(=O)c2ccc(Cl)cc2)cc1	4	4	2.1	0	-3	1	5	-12	-1
Cn1nc(N)c2c(-c3ccccc3)c(C#N)c(N)nc21	5	-4	0.2	-3	-2	-4	-27	-29	2
COc1cccc(/C=N/Nc2nnc(C)n2N)c1OCc1ccccc1Cl	-3	-9	0.9	4	-2	-1	-7	-14	-1
Cc1cc(C(=O)N/N=C/c2ccc(N(C)C)cc2)c2ccccc2n1	9	-11	1.5	nt	8	9	4	6	9
Cc1ccc(-n2c(C)cc(/C=N/NC(=O)c3ccncc3)c2C)cc1	4	-9	-2.9	0	4	-5	-1	-21	-2
C=CCN(CC=C)C(=O)c1ccc(OC2CCN(Cc3ccccn3)CC2)cc1	6	2	0.2	0	-1	-14	6	-9	4
Cc1cc(C)c(NS(=O)(=O)c2ccc(Cl)c(C(=O)O)c2)c(C)c1	-2	-5	2.5	0	-3	11	3	-3	3
Cc1c(NC(=O)CSc2nnc(Nc3ccccc3)s2)c(=O)n(-c2ccccc2)n1C	9	-5	0.6	1	-1	6	5	-19	0
CN(Cc1nc(Cc2cccc(C(F)(F)F)c2)no1)C1CC(C)(C)NC(C)(C)C1	8	-7	0.9	-1	2	0	2	-2	1
O=C(CN1CCN(c2ncc(C(F)(F)F)cc2Cl)CC1)N1CCN(c2ncc(C(F)(F)F)cc2Cl)CC1	8	0	-0.6	-13	2	4	-19	0	7

New compounds follow
SMILES	BaF3 tox	RBBP9 inhibitor	S1P4 ag	Runt-CBFb FRET	Ba/F3 V617F tox	NPY2 pot ag	NPY1 pot ag	S1P4 antag	NPY-Y1 antag
O=C(c1ccc(Cl)cc1)C1CCN(C(=O)C2CC2)CC1	2	-4	0.2	-1	-2	-8	7	-10	5
COC(=O)c1cc(COc2ccc3oc(C)c(C(=O)OC)c3c2)c(C)o1	6	-10	0.7	-6	3	-17	-28	-23	19
NS(=O)(=O)c1ccc(S(=O)(=O)N(Cc2ccccc2F)CC2CCCO2)cc1 (configuration not stated)	0	-6	-2.8	-2	-3	15	-8	-2	1
COc1ccc(C2/C(=C(\O)c3cccc(OC)c3)C(=O)C(=O)N2c2ccccn2)cc1 (configuration not stated)	0	7	-3.2	-2	-3	-18	21	-13	2
COc1ccc(/C=N/NC(=O)C2c3ccccc3Oc3ccccc32)c(OC)c1	3	-2	-1.5	-1	3	-19	-12	-19	1
CCNS(=O)(=O)c1ccc(NC(=O)c2cncc(Br)c2)cc1	6	-9	-0.6	-1	-1	7	-4	-22	-5
COc1cccc(OC)c1OCCCCN1CCC(Cc2ccccc2)CC1	8	3	0.1	9	3	4	11	1	13
CC(C)c1nc(SCC(=O)N2CCc3ccccc32)n[nH]1	2	-2	0.2	1	-1	-1	3	-8	1
COc1ccc(NC(=O)CSc2nnc(-c3ccccc3)n2Cc2ccco2)c(OC)c1	3	-9	1.2	9	-2	8	-2	-1	2
Cc1nc(-c2ccccc2)sc1C(=O)NN	8	-3	-0.4	1	1	-3	-8	-2	4

Compound activity (PubChem BioAssay)
